JMJD2C inh = human JMJD2C demethylase inhibition; AID 2099; actives 0.069% (n = 330,000); inhibition, % at 2.35 µM; GST-JMJD2C(1-420) H3K9me3 demethylation, DELFIA europium; Q9H3R0;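 active means more than half of a compound's replicate wells show inhibition beyond 50%, single wells judged on their own value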;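 further: signal counts dimethyl H3K9 product captured on neutravidin plate; 0% = median of DMSO wells and 100% = 0.3 times that DMSO median; strong numbers were not always called active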
PP1 counter = PP1-alpha (human) inhibition in PP5 counter-screen; P62136; AID 2235; actives 0.9% (n = 320,000); inhibition, % at 6.7 µM; purified PP1alpha, OMFP fluorescence;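 active means inhibition above the mean inhibition of all tested compounds plus 3 SD, computed separately for each screening campaign, cut at about 15% in these data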
Target sequence (P62136 whole entry, looked up): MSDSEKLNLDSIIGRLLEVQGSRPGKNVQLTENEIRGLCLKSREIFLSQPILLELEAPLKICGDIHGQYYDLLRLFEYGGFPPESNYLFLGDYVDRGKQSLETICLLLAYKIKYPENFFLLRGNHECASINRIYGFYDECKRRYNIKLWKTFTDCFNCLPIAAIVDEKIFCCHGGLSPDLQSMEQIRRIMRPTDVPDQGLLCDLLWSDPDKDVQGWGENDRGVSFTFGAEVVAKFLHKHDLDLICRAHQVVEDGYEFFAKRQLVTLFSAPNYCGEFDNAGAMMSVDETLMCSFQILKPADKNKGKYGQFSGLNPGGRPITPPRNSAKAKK
PREPL inhibitor = inhibitors of human prolyl oligopeptidase-like enzyme PREPL; inhibition, % at 5.96 µM; actives 0.68% (n = 320,000); AID 2751; recombinant PREPL, fluorescence polarization activity-based probe; in the data active means inhibition above about 43%;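 further: 0% = enzyme with DMSO and 100% = wells lacking enzyme; many of its hits are not listed in these tables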
LYPLA2 inh = LYPLA2 (human) inhibition in PME1 counter-screen. O95372. recombinant LYPLA2, FP-Rh probe fluorescence polarization. inhibition, % at 5.9 µM. actives 0.38% (n = 320,000). AID 2177;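 active means inhibition above the screen-wide mean plus 3 SD, limit set per campaign, cut at about 26% in these data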;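 further: 0% = LYPLA2 with DMSO and 100% = wells lacking LYPLA2 enzyme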
Target sequence (O95372 whole entry, looked up): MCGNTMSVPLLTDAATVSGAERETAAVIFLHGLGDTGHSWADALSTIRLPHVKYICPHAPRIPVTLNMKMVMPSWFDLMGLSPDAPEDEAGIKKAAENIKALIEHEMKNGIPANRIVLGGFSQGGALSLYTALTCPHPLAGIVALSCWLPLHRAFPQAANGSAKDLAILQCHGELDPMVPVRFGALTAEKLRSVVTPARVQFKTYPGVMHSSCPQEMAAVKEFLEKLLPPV
CTSL1 counter = cathepsin L1 inhibition, PFM18AAP counter-screen; actives 0.49% (n = 300,000); inhibition, % at 5.96 µM; recombinant F. hepatica cathepsin L1, Z-Leu-Arg-MCA fluorescence;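 active means inhibition above the mean of all tested compounds plus 3 SD, set per screening campaign, cut at about 17% in these data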;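 further: 0% = plate median of test compound wells and 100% = 1 µM Z-Phe-Ala-diazomethylketone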
PP5 inh = inhibitors of human protein phosphatase 5 (PP5); P53041; purified PP5c, OMFP substrate fluorescence; inhibition, % at 6.7 µM; actives 0.18% (n = 320,000); AID 1987;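 active means inhibition above the campaign's mean inhibition across all tested compounds plus 3 SD, cut at about 9.5% in these data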;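 further: 0% = DMSO only and 100% = 100 µM cantharidin control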
Target sequence (P53041 whole entry, looked up): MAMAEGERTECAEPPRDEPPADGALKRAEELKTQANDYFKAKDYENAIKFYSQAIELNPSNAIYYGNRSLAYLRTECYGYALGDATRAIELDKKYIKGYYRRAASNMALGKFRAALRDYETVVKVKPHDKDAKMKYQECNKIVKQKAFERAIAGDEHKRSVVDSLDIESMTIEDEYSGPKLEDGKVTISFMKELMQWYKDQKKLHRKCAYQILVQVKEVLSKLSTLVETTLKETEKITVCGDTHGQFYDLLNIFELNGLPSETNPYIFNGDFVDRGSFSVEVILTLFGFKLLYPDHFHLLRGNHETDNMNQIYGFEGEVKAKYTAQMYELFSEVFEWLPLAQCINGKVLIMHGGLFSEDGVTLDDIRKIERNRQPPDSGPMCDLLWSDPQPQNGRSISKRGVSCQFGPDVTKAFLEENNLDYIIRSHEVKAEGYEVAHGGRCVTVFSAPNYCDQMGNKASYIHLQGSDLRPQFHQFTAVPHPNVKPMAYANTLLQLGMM
Efflux pump inh = antifungal efflux pump inhibition, Nile Red retention; actives 0.44% (n = 330,000); S. cerevisiae Candida pump triplex; inhibition, % at 10 µM;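 active means plate passing quality check with inhibition over a set limit, or well fluorescence over plate mean plus 4 SD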;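 further: Nile Red retained in pooled yeast measured as flow cytometry median fluorescence; 0% = buffer negative control and 100% = Enniatin B positive control; higher means more Nile Red kept so more efflux inhibition; some compounds called inactive have numbers as strong as hits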
TPT1 inhibitor = blocks Candida albicans tRNA 2'-phosphotransferase. actives 0.81% (n = 300,000). inhibition, % at 5 µM. recombinant caTPT1, FP RNA substrate dephosphorylation;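 active means inhibition above the mean of all tested compounds plus 3 SD, set per screening campaign, cut at about 24% in these data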;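 further: plate controls were DMSO alone for no effect and ferristatin control at 100 nM for full effect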
core dimer inh = blocks dimerization of HCV core protein; inhibition, % at 5 µM; TR-FRET GST/Flag-core106 dimerization, 1536-well; actives 0.33% (n = 300,000);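 active means inhibition above the mean of all tested compounds plus 3 SD, set per screening campaign, cut at about 45% in these data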
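Assay system: GST-tagged and Flag-tagged HCV core protein residues 1-106 / Times: compound-protein-antibody incubation 4 h at 22.5 °C / Signal: time-resolved FRET, ex 340 nm, em 617 and 671 nm / Evaluation: % inhibition based on acceptor/donor emission ratio / Benchmarks: wells lacking GST-core106 and wells with excess unlabelled core106 / Repeats: singlicate, one well per compound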
Active calls of the source: *; i = inactive; x = no result given.

Molecule,JMJD2C inh,PP1 counter,PREPL inhibitor,LYPLA2 inh,CTSL1 counter,PP5 inh,Efflux pump inh,TPT1 inhibitor,core dimer inh
CC1Cc2ccccc2N1CC(=O)N(C)c1c(N)n(Cc2ccccc2)c(=O)[nH]c1=O (configuration not stated),-1,-3,14,-2,x,-2.9,0.0,x,x
O=C(COc1ccc(Br)cc1Cl)NC(=O)NC1CCCC1,-4,-1,23,4,x,4.4,0.1,x,x
COC(=O)c1cn(CC(=O)Nc2ccccc2C)c2ccccc12,9,-1,-2,2,7,-1.5,0.0,-1,8
Cc1ccccc1NC(=O)Nc1nnc(Cc2ccc([N+](=O)[O-])cc2)s1,2,4,-15,-5,6,0.2,-0.2,0,-7
CCOC(=O)C1C(=O)CC(C)(O)C(C(=O)OCC)C1c1ccccc1OC (configuration not stated),-10,-7,9,1,-7,2.9,0.2,-2,-3
Cc1cccc(NC(=O)CSc2nnnn2C)n1,-1,0,5,4,1,0.7,0.0,-2,3
CC(=O)C1=C(C)NC(=O)NC1/C=C/c1ccccc1 (configuration not stated),28,1,-8,3,3,-1.9,-0.1,-1,1
O=C(O)c1cc(-c2c[nH]c3ccccc23)nc2ccc3ccccc3c12,5,4,-2,-5,4,3.1,-0.1,-4,8
COc1ccc(C(=O)Nc2ccc3c(c2)nc(CCNC(=O)c2ccco2)n3C)cc1,9,6,-11,-5,-2,1.8,-0.1,-1,7
Cc1ccc2c(c1)NC(=O)C(CC(=O)N(C)Cc1ccccc1)O2 (configuration not stated),-9,-2,-4,-2,-2,-0.6,0.0,-2,5
C=CCN1C(=O)/C(=C2/Sc3ccc(OC)cc3N2CC)SC1=S,-8,-4,-4,2,-2,-1.9,0.2,6,2
Cc1ccc(NC(=O)c2cc(Cl)nc3ccccc23)cc1,3,1,4,9,0,2.1,0.0,-1,11
Cc1cccc(Cn2cnc3c(NS(C)(=O)=O)c(C)c(C)cc32)c1,-11,5,5,-6,-3,3.1,0.0,-3,-5
O=C(CCS(=O)(=O)c1ccc2c(c1)NC(=O)CO2)NCCc1ccccc1,-17,-2,8,4,-1,-2.5,-0.1,0,-4
O=C(CNC(=O)c1ccccc1F)NCCOc1ccccc1Cl,-2,-2,7,1,-2,-0.3,0.3,4,0

Complete entries, quoted from the list. Order of screens: JMJD2C inh	PP1 counter	PREPL inhibitor	LYPLA2 inh	CTSL1 counter	PP5 inh	Efflux pump inh	TPT1 inhibitor	core dimer inh
Results for `O=C(CCS(=O)(=O)c1ccc2c(c1)NC(=O)CO2)NCCc1ccccc1` : -17	-2	8	4	-1	-2.5	-0.1	0	-4
Results for `O=C(COc1ccc(Br)cc1Cl)NC(=O)NC1CCCC1` : -4	-1	23	4	x	4.4	0.1	x	x

Continuation.
Molecule,JMJD2C inh,PP1 counter,PREPL inhibitor,LYPLA2 inh,CTSL1 counter,PP5 inh,Efflux pump inh,TPT1 inhibitor,core dimer inh
CC(C)C1C2=C(CC(C)(C)CC2=O)ON1c1ccccc1 (configuration not stated),8,-2,11,4,-2,2.2,0.1,0,-6
CC(SC1=NCCN1S(=O)(=O)c1ccc(F)cc1)c1ccccc1 (configuration not stated),1,-4,-5,1,-3,4.2,-0.1,-1,1
CC1CN(C(=O)c2ccc(CNS(=O)(=O)c3cccc(C(F)(F)F)c3)cc2)CC(C)O1 (configuration not stated),0,1,14,8,-3,5.2,0.3,-4,3
CCc1ccc(NC(=O)CC2C(=O)NCCN2C(=O)c2ccccc2OC)cc1 (configuration not stated),5,-4,-1,-2,-2,1.9,0.1,1,-9
CCOC(=O)N1CCC(=NNc2ncc(C(F)(F)F)cc2Cl)CC1,-9,-2,-3,-1,-4,-1.0,-0.1,0,2
O=C(Nc1ccc(C(=O)NC2CCCCC2)cc1)c1cncc(Br)c1,-2,3,-3,-2,1,-4.1,0.1,1,5
COc1ccc(OC)c2c1CCC2=O,1,2,0,6,0,2.9,0.1,0,-4
O=C(NNC(=O)c1ccc2c(=O)n3c(nc2c1)CCC3)c1cccc(Cl)c1,-39,-3,3,-6,3,-2.6,-0.1,-1,3
CC1CN(c2nc3ccccc3nc2SCC(=O)Nc2ccc(F)cc2)CC(C)O1 (configuration not stated),-5,3,6,-10,1,5.8,0.1,-1,-4
Cc1nnc(SC(C(=O)Nc2cc(Cl)cc(Cl)c2)c2ccccc2)[nH]c1=O (configuration not stated),191,3,12,-9,4,1.2,-0.1,-1,5
CC(C)CCNC(=O)C(c1ccncc1)N(C(=O)Cn1nnc(-c2ccc(F)cc2)n1)c1ccccc1F (configuration not stated),-2,0,22,2,2,2.1,0.0,1,7
Cc1onc(-c2ccccc2)c1C(=O)N1CCCC1,-5,2,13,6,-2,1.2,0.2,-3,1
CN1C(C(=O)Nc2ccccn2)=C(O)c2sccc2S1(=O)=O,-26,-1,2,-4,0,0.7,0.1,-5,9
COc1ccc(N2C(=O)C(Cl)=C(N3CCOCC3)C2=O)cc1,26,-4,4,0,14,-0.1,0.1,2,-1
COc1ccc(NC(C#N)c2ccccc2OCc2ccccc2)cc1 (configuration not stated),-5,-2,15,-8,1,2.7,-0.1,2,2
COc1ccc(C(=O)CC(c2ccccc2)C2CCCCC2=O)cc1 (configuration not stated),2,4,3,-1,-3,2.7,0.1,2,5
Cc1cc([N+](=O)[O-])ccc1N=Nc1c(N)[nH]n(-c2ccccc2)c1=O,0,-4,6,-5,-2,-1.0,0.0,-2,10
COc1ccccc1C1C=C(c2ccccc2)Nc2nnnn21 (configuration not stated),-11,-3,-40,2,-1,0.4,-0.1,-2,0
Cc1cccc(C)c1NC(=S)NC1CCCCC1,1,-1,4,-5,1,-2.4,0.0,1,5
CCCN(CCC)C(=O)C1CCN(c2cc(C)nc3c(-c4ccc(OC)c(OC)c4)c(C)nn23)CC1,-2,0,-5,0,-1,0.0,0.6,-2,6
Cn1nnnc1Sc1ncnc2scc(-c3ccc(C(F)(F)F)cc3)c12,-13,0,-2,-4,x,0.8,0.9,x,x
N#Cc1c(N2CCOCC2)nc(N2CCCCC2)c2c1CCN(C1CCCCC1)C2,0,-1,21,3,1,-0.3,0.0,-6,4
Cc1ccc(Cl)cc1N1CCN(C(=O)CN(C2CCCCC2)S(C)(=O)=O)CC1,6,2,15,-6,0,0.7,-0.1,1,12
Cc1cc(=O)[nH]c(SCCCOc2ccccc2Cl)n1,3,-1,7,2,4,0.4,-0.1,0,-5
COc1ccccc1C(=O)OC1CCCN(C)C1 (configuration not stated),0,-3,-8,0,-1,-0.1,0.1,0,-5
CCCCC1=CC2=CC(=O)C(C)(OC(=O)CC)C(=O)C2=CN1c1ccc(OC)cc1 (configuration not stated),-9,-1,6,2,0,3.0,0.2,-3,15
CCC(=O)N1CCc2cc(S(=O)(=O)N(CC)c3cccc(C)c3)ccc21,3,0,-1,0,-3,0.7,-0.1,-6,11
COc1cccc(NC(=O)COC(=O)CNC(=O)C2CCCCC2)c1,0,-1,1,1,x,-0.2,-0.1,x,x
c1ccc(-c2csc(Cc3nnc4n3CCCCC4)n2)cc1,-6,-3,14,2,-1,4.3,-0.1,0,-1
O=c1cc(NCc2ccccc2)c2ccccc2o1,-1,-1,-3,5,1,-0.5,0.0,-1,-3
Cc1ccc(S(=O)(=O)NNc2ccccc2)c(C)c1,-6,4,-6,5,1,2.8,-0.4,0,-5
CC(=O)Nc1ccccc1NC(=O)C/C(C)=N/NC(=O)c1ccc([N+](=O)[O-])c(Cl)c1,13,5,3,5,1,2.0,0.3,-2,-4
Cc1ccc(C2(C)NC(=O)N(CC(=O)Nc3ccc(Cl)c(S(=O)(=O)N4CCCCC4)c3)C2=O)cc1 (configuration not stated),-2,3,-22,-25,-13,3.1,0.1,4,8
CCCN1CCN(C(=O)c2nn(-c3ccc(OC)cc3)c(=O)c3c2c2ccccc2n3C)CC1,6,1,7,6,3,0.1,-0.1,0,7
O=C(C1CCCC1)N(c1ccccc1)C1C=CS(=O)(=O)C1 (configuration not stated),-9,-2,23,4,5,4.9,0.0,-1,-3
Cc1ccc(N/N=C/c2ccc3c(c2)OCCO3)cc1Cl,0,-1,-7,0,-1,-1.3,-0.3,-1,2
Cc1cccc(N(CC(=O)Nc2ccc(F)cc2)S(C)(=O)=O)c1,6,-2,-12,2,-2,0.8,-0.2,0,-2
COc1ccc(CCNC(=O)Cc2ccc(C)cc2)cc1OC,-32,-2,2,3,3,-2.5,-0.2,0,4
Cc1sc2ncnc(N3CCN(Cc4ccccc4)CC3)c2c1-c1ccccc1,-6,3,4,-10,1,-0.8,0.1,2,1
Cc1ccc(C(=O)CSc2nnnn2-c2ccccc2)o1,0,0,16,-1,-2,-1.9,0.3,1,17
CN(C1CCCCC1)S(=O)(=O)c1ccc(S(=O)(=O)N(CC(=O)Nc2ccccc2)C2CC2)cc1,0,5,-8,-29,-3,0.1,0.0,-3,10
COc1ccc(CCC(=O)Nc2ccc(S(=O)(=O)Nc3nccc(C)n3)cc2)cc1,8,0,18,-6,-1,-0.9,-0.1,5,-5
O=C(NCc1ccco1)C(c1ccccc1)N(C(=O)Cc1cccs1)c1ccccc1F (configuration not stated),-8,5,1,-4,1,2.3,-0.2,-3,13
O=C(NCc1ccccn1)c1ccccc1OCc1ccc(F)cc1,-20,-1,16,-6,0,0.2,-0.1,-1,0
O=S(=O)(N/N=C/c1ccc2c(c1)OCCO2)c1ccc(Cl)cc1,-41,-2,-11,8,5,-0.4,-0.4,-1,0
O=S(=O)(c1cc(Cl)ccc1Cl)N1CCC2(CC1)OCCO2,13,0,7,-4,4,-1.5,0.3,2,-11
CN1CCN(C(=O)/C=C/c2c(F)cccc2Cl)CC1,2,-2,-6,0,-2,0.7,0.1,1,4
CSc1n[nH]c(=O)n1-c1ccc(Cl)cc1,-23,-5,-8,0,-1,0.9,0.2,3,-5
CCOC(=O)c1c(NC(=O)COC(=O)CNC(=O)c2ccco2)sc(C(C)=O)c1C,-8,0,5,4,1,1.5,-0.8,0,11
CCOC(=O)c1cc(-c2ccccc2)sc1NC(=O)C(C)OC(=O)c1cccc(S(=O)(=O)N(C)C)c1 (configuration not stated),-6,1,-16,1,0,1.1,0.3,-1,1
O=C(CSc1nnc(-c2cccc(F)c2)o1)Nc1nncs1,i,9,-3,5,4,-0.5,0.0,0,0
O=C(NC1CCCCC1)C(c1ccc(F)cc1)N(Cc1cccs1)C(=O)CN1C(=O)c2ccccc2S1(=O)=O (configuration not stated),-4,-3,1,-4,2,-2.4,-0.1,3,27
COc1cc(OC)c(/C=N/NC(=O)c2ccc(Cn3nc([N+](=O)[O-])cc3C)cc2)c(OC)c1,-3,-5,6,0,5,0.2,0.1,-1,0
C/C(=N\NC(=O)c1c([N+](=O)[O-])c(C)nn1C)c1ccc(NC(=O)c2ccc(C)o2)cc1,-18,-4,-3,-2,6,-2.2,-0.1,-3,2
O=C(c1ccc(COc2ccccc2[N+](=O)[O-])o1)N1CCCCC1,-7,0,17,7,1,3.4,-0.1,-1,-1
CC1c2nc3ccccc3n2C(CC(=O)NC2CC2)C(=O)N1Cc1ccccc1 (configuration not stated),1,-5,7,0,-3,0.9,0.2,-3,1

From PubChem BioAssay

Some of the compounds tested; the hit share may differ from the screen's.
